Statin myotox sup – suppression of simvastatin myotoxicity; C2C12 myotubes + simvastatin, ATP luminescence, 48 h; scaled: DMSO 0, geranylgeraniol control 100; rescue of ATP level, % at 7.49 µM; actives 0.78% (n = 330,000); AID 602340;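 active means mean ATP rescue above about 67%, or every replicate alone reaching that limit, limit read from the data, passing the limit was not always enough; inconclusive means no clear call, values can overlap the other calls; inactive means mean under the limit and some replicate under it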;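 further: myotubes were challenged with 10 µM simvastatin during compound exposure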
E-sel inducer – induces E-selectin expression in human endothelial cells; HUVEC E-selectin immunofluorescence imaging; normalized: neutral wells 0, TNF-alpha wells 100; activation, % at 7.58 µM; actives 0.37% (n = 260,000); AID 686992;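 active means mean E-selectin-positive cell signal at least 10% of the positive control, reached in at least 60% of replicates, without over 20% cell loss; inconclusive means no rule given, readout overlaps actives, possibly toxicity-flagged; inactive means the rest, including those meeting only one limit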;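 further: in these data hits start at about 27%; measured in HUVEC primary endothelial cells; signal is the percent of cells scored E-selectin positive by PE staining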
Target sequence (P16581 whole entry, looked up): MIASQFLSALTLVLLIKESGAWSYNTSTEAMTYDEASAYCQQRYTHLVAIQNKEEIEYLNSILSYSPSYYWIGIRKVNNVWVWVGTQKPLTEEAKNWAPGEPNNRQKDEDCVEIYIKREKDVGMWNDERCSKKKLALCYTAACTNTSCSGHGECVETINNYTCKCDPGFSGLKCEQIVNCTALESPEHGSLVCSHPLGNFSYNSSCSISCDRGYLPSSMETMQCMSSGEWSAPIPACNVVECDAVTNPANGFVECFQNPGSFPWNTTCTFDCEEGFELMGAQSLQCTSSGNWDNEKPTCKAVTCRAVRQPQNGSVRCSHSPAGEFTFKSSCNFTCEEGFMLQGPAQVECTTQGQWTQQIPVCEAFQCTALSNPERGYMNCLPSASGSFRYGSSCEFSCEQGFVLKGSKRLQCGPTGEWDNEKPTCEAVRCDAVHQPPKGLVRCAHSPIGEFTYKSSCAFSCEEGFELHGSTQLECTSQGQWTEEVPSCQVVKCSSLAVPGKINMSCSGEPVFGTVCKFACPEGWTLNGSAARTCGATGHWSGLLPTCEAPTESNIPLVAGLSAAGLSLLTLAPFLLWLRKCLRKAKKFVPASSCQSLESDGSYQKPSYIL
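Test system: HUVEC; input: 3,000 HUVEC/well; measured by: immunofluorescence imaging; read-out: % PE-positive cells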
DENV2 CPE – inhibitors of DENV2 cytopathic effect. DENV2-infected cells, cytopathic effect rescue, plate reader. CPE inhibition, % at 9.99 µM. actives 1.7% (n = 350,000). AID 651640; in the data active means CPE inhibition above about 20%, passing the limit was not always enough; inconclusive means no clear call, values can overlap the other calls; tested in BHK-21 cells;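 further: 0% = median of neutral control wells and 100% = median of positive control wells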
S100A4 MyoIIA – S100A4-myosin IIA interaction inhibition. S100A4/TAMRA-MyoIIA peptide fluorescence polarization. P26447. actives 0.14% (n = 360,000). inhibition, % at 10.7 µM. AID 652163;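 active means mean inhibition of at least 70% across replicates, with every replicate also reaching that level; inconclusive means mean inhibition reaches 70% but some replicates fall short; inactive means mean inhibition below 70%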
Target sequence (P26447 whole entry, looked up): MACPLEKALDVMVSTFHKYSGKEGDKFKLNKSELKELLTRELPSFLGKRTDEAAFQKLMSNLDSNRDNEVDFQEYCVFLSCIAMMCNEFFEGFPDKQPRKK
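Material: S100A4 monomer (human). Medium: Calcium-containing HEPES buffer, pH 7.2. Probe or stimulus: labelled myosin peptide probe, 5 nM. Compound dosing: one concentration per compound. Timing: polarization read 5 min after assay mix addition, stable 5–60 min. Benchmarks: DMSO as neutral control, TFP as positive control.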
ERp5 inh – inhibitors of human ERp5; Q15084; AID 651711; actives 0.05% (n = 350,000); inhibition, % at 9.99 µM; ERp5 insulin aggregation, absorbance 650 nm, 90 min;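 active means mean replicate inhibition above about 25%, with every replicate also reaching it, limit read from the data, passing the limit was not always enough; inconclusive means only one of those two criteria met; inactive means neither criterion met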
SIRT5 inh – sirtuin-5 (human) deacylase inhibition; Purified SirT5, succinyl-peptide AMC, trypsin-coupled fluorescence; inhibition, % at 15 µM; actives 1.1% (n = 330,000); AID 652115; in the data active means inhibition above about 15%; inconclusive means no clear call, values can overlap the other calls
Target sequence (Q9NXA8 whole entry, looked up): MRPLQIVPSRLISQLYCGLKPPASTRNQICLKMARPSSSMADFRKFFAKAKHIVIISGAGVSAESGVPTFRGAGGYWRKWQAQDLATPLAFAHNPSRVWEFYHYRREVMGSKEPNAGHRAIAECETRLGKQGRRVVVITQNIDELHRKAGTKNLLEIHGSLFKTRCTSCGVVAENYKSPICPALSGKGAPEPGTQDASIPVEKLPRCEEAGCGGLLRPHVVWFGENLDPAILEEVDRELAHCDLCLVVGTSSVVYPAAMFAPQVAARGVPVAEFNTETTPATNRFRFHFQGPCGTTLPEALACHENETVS
PglD inh – PglD (C. jejuni) enzyme inhibition | purified PglD enzyme, DTNB colorimetric CoA detection | inhibition, % at 12.5 µM | AID 602405 | actives 0.098% (n = 360,000); in the data active means inhibition above about 16%, passing the limit was not always enough; inconclusive means no clear call, values can overlap the other calls; further: strong numbers were not always called active
Starred values were filed as active, the others as inactive; ? = inconclusive; . = no result given. Some of the compounds tested; rates above refer to the full screens.

1	Cc1ccc(S(=O)(=O)Nc2ccc3c(c2)C(=O)N([C@H](C)CO)C[C@H](C)[C@H](CN(C)C(=O)Nc2c(C)noc2C)O3)cc1
2	CCCCn1c(N)c(N(CC(C)C)C(=O)CSCc2cccc(C)c2)c(=O)[nH]c1=O
3	O=C(N[C@@H]1CCC(=O)N(CC[C@H](Sc2ccccc2)c2ccccc2)CC1)OCc1ccccc1
4	NC(=O)COC(=O)CSc1ccc2ccccc2c1
5	Cc1cccc(C)c1NC(=O)C1(C)CSCC(=O)N1Cc1cccs1 (stereo not drawn)
6	C/C(=N\N1CCN(c2ccccc2)CC1)c1ccncc1
screen / no.	1	2	3	4	5	6
Statin myotox sup	-16	.	32	5	.	.
E-sel inducer	0.0	-0.1	.	.	1.1	.
DENV2 CPE	-2	3	2	-2	-2	-7
S100A4 MyoIIA	-3	-2	-1	-1	-1	4
ERp5 inh	2	4	0	-2	3	-2
SIRT5 inh	-6	1	-1	-2	.	-1
PglD inh	0	.	-3	6	.	.

Exported as labelled records: entries from further up
#1 Cc1ccc(S(=O)(=O)Nc2ccc3c(c2)C(=O)N([C@H](C)CO)C[C@H](C)[C@H](CN(C)C(=O)Nc2c(C)noc2C)O3)cc1
  Statin myotox sup: -16
  E-sel inducer: 0.0
  DENV2 CPE: -2
  S100A4 MyoIIA: -3
  ERp5 inh: 2
  SIRT5 inh: -6
  PglD inh: 0

#2 CCCCn1c(N)c(N(CC(C)C)C(=O)CSCc2cccc(C)c2)c(=O)[nH]c1=O
  Statin myotox sup: .
  E-sel inducer: -0.1
  DENV2 CPE: 3
  S100A4 MyoIIA: -2
  ERp5 inh: 4
  SIRT5 inh: 1
  PglD inh: .

Next part:
7	C/C=C/c1ccc([C@H]2[C@@H](CO)N(C(=O)NCCC)[C@H]2CN(C)C(=O)CC)cc1
8	COc1ccccc1NC(=O)Nc1nc(CC(=O)NCc2c(F)cccc2F)cs1
9	Cn1c(=O)c(=O)n(C)c2cc(S(=O)(=O)N3CCCC3C(=O)NCc3cccs3)ccc21 (stereo not drawn)
10	CN1c2ccc(-c3ccc(C#N)cc3)cc2[C@@H]2[C@@H](CCN2C(=O)CN2CCOCC2)[C@H]1CO
11	COc1ccc(/C=C2\SC(=O)N(CCn3cnnn3)C2=O)cc1
12	CSc1nnnn1-c1ccc(Cl)cc1
screen / no.	7	8	9	10	11	12
Statin myotox sup	.	4	7	9	.	.
E-sel inducer	0.0	0.2	-0.5	0.9	.	-0.7
DENV2 CPE	-9	1	4	-11	-3	5
S100A4 MyoIIA	8	-5	-2	.	5	-4
ERp5 inh	-2	2	-5	.	3	1
SIRT5 inh	.	0	-2	.	0	.
PglD inh	.	-4	-3	1	.	.

13	CCc1nnc(NS(=O)(=O)c2ccc(NC(=O)c3ccco3)cc2)s1
14	N#Cc1ccc(CSc2nnc(-c3cccs3)n2-c2ccccc2)cc1
15	COc1cc(NS(=O)(=O)c2ccc(NC(=O)c3ccc([N+](=O)[O-])cc3)cc2)ncn1
16	N#Cc1cc2c(nc1S(=O)(=O)Cc1ccccc1)CCCC2
17	COc1ccc(-c2ccc3c(c2)O[C@H](CN(C)C(C)=O)[C@H](C)CN([C@H](C)CO)S3(=O)=O)cc1
18	O=c1[nH]c2cc3c(cc2cc1CN(CCc1ccccc1)C(=S)NCCCN1CCOCC1)OCCO3
screen / no.	13	14	15	16	17	18
Statin myotox sup	20	-10	0	12	-3	-25
E-sel inducer	1.0	-0.9	0.1	0.2	-0.2	2.1
DENV2 CPE	-7	.	12	6	4	8
S100A4 MyoIIA	-2	.	3	-6	2	1
ERp5 inh	2	.	-5	3	-1	2
SIRT5 inh	0	.	-3	0	-2	-4
PglD inh	-1	2	-1	-8	-2	3

19	CCOc1ccccc1OCC(=O)Nc1cc(S(=O)(=O)N2CCCCC2)ccc1OC
20	COc1ccc(Oc2ncccc2[N+](=O)[O-])cc1
21	COc1ccccc1-c1cccc([C@@H]2C[C@H]3[C@H](CON3C)CN2S(=O)(=O)c2ccccc2C)c1
22	CCc1c(C)sc(NC(=S)N2CCN(S(C)(=O)=O)CC2)c1C(=O)OC
23	COc1ccc([Si](C)(C)[C@@H]2[C@@H](CCO)O[C@]3(C(=O)N(Cc4cccc(N5CCOC5=O)c4)c4ccccc43)[C@H]2C)cc1
24	O=C(NCCO)c1ccc(-c2ccc3nncn3c2)cc1
screen / no.	19	20	21	22	23	24
Statin myotox sup	-12	-2	-5	1	.	-1
E-sel inducer	-1.2	0.2	0.0	21	.	0.0
DENV2 CPE	2	8	1	-6	4	-1
S100A4 MyoIIA	-13	4	-4	15	3	-5
ERp5 inh	-3	1	1	4	-2	1
SIRT5 inh	-8	-1	1	-5	0	.
PglD inh	-4	6	-1	5	9	-1

25	CCOc1ccccc1C(=O)Nc1cccc2ccccc12
26	O=C(COC(=O)CNC(=O)c1ccccc1F)Nc1ccc(Cl)cn1
27	CCCNC(=O)C(=O)Nc1cc2c3c(c1)CCC(=O)N3CCC2
28	CCCCN(C)CCCNC(=O)/C=C1\Sc2ccccc2NC1=O
29	COc1ccccc1NC(=O)N1CCCCN2[C@H](C1)[C@H](c1ccc(C#Cc3ccccc3)cc1)[C@@H]2CO
30	C[C@@H]1CCCCO[C@@H](CN(C)C(=O)C2CCCCC2)[C@H](C)CN([C@@H](C)CO)C(=O)c2cc(NC(=O)Nc3ccccc3)ccc2O1
screen / no.	25	26	27	28	29	30
Statin myotox sup	-28	9	-7	-3	.	.
E-sel inducer	0.0	.	1.4	-0.4	-0.1	-0.1
DENV2 CPE	5	19	-8	0	8	-2
S100A4 MyoIIA	2	-3	-6	4	-3	-4
ERp5 inh	1	-2	-3	5	6	2
SIRT5 inh	1	0	-1	0	-2	3
PglD inh	3	-1	0	-5	-2	0

31	NC(=O)c1ncn([C@@H]2O[C@H](CNCc3ccccc3OCc3ccc(Cl)cc3Cl)[C@@H](O)[C@H]2O)n1
32	CC(NC(=O)c1cccs1)c1n[nH]c(=S)n1C (stereo not drawn)
33	Cn1c(N)c(N=O)c(=O)n(C)c1=O
34	CC(C)Cn1c(N)c(C(=O)COC(=O)c2ccc([N+](=O)[O-])o2)c(=O)n(C)c1=O
35	CCOC(=O)COc1cc(OCC(=O)OCC)c2c3c(c(=O)oc2c1)CCCC3
36	Cc1ccc(Cc2nnc(SCC(=O)Nc3ccccc3C)[nH]c2=O)cc1
screen / no.	31	32	33	34	35	36
Statin myotox sup	1	.	.	.	-4	9
E-sel inducer	0.0	.	23	-7.6	-1.7	0.4
DENV2 CPE	8	-4	3	?	6	-7
S100A4 MyoIIA	-8	0	1	-7	-2	-1
ERp5 inh	1	8	-1	-2	-5	-11
SIRT5 inh	-1	-7	2	0	-6	0
PglD inh	3	1	2	.	5	.

37	COc1cccc(CN(C(=O)CN2C(=O)c3ccccc3S2(=O)=O)C(C(=O)NCC2CCCO2)c2ccco2)c1 (stereo not drawn)
38	COc1ccccc1NC(=O)N1CC(=O)N2[C@@H](CO)[C@@H](c3ccc(C#Cc4ccc(F)cc4)cc3)[C@@H]2C1
39	C/C=C/c1ccc([C@H]2[C@@H](CO)N(C(=O)NC(C)C)[C@H]2CNC(C)=O)cc1
40	C#CCOCCOCCOCCNc1nc(N2CCN(C(=O)[C@H](C(C)C)n3cc(CCO)nn3)CC2)nc(N2CCN(C(=O)[C@H]([C@@H](C)CC)n3cc(CCCCN)nn3)CC2)n1
41	Cc1ccc(C(C)C)c(OCC(=O)NNCC(=O)Nc2cccc(F)c2)c1
42	CCC/C(=N\NC(=O)C1CC1)c1ccc(Br)cc1
screen / no.	37	38	39	40	41	42
Statin myotox sup	3	.	.	7	20	-11
E-sel inducer	.	0.2	0.2	0.1	.	.
DENV2 CPE	-1	2	0	?	6	14
S100A4 MyoIIA	-2	16	4	-3	-5	-1
ERp5 inh	-1	4	-3	4	-4	-3
SIRT5 inh	-2	3	3	3	2	-3
PglD inh	-6	.	.	-4	3	-2

43	O=C(O)c1ccccc1C(=O)c1ccc(Sc2ccc(Cl)cc2)c([N+](=O)[O-])c1
44	Nn1c(SCC(=O)NCc2ccc3c(c2)OCO3)nnc1C(F)(F)F
45	CCC(=O)N1CC(=O)N2[C@@H](CO)[C@H](c3ccc(-c4cccnc4)cc3)[C@@H]2C1
46	Cc1ccc(/C=N/N=C2\SCC(=O)N2CC2CC2)cc1
47	COCCC(=O)N1CCC(Oc2ccc(C(=O)N3CCCCCC3)cc2)CC1
48	C[C@H](NC(=O)c1[nH]cnc1C(=O)N[C@@H](C)CO)c1ccccc1
screen / no.	43	44	45	46	47	48
Statin myotox sup	6	2	.	.	1	12
E-sel inducer	-0.2	.	0.3	-0.1	.	-0.1
DENV2 CPE	2	?	19	2	3	-10
S100A4 MyoIIA	-1	-7	5	1	-7	-13
ERp5 inh	-1	-2	3	1	-2	-3
SIRT5 inh	6	1	0	-2	-7	-3
PglD inh	-1	-1	.	.	2	-1

49	CCCC#Cc1cnc2c(c1)C(=O)N([C@H](C)CO)C[C@@H](C)[C@@H](CN(C)Cc1cccnc1)O2
50	C[C@@H]1CCCCO[C@H](CN(C)CC2CCCCC2)[C@H](C)CN([C@H](C)CO)C(=O)c2cc(NS(=O)(=O)c3ccccc3)ccc2O1
51	COc1ccc(CN(C)C[C@@H]2Oc3ccc(NC(=O)C4CCCCC4)cc3C(=O)N([C@@H](C)CO)C[C@@H]2C)cc1
52	COc1cc(C(=O)NCCCNc2nc3cc(C)c(C)cc3cc2C#N)cc(OC)c1OC
53	O=C(Nc1cccnc1)C1CCN(S(=O)(=O)c2cccc3nonc23)CC1
54	Oc1cccc(/C=N/N(Cc2ccccc2)c2ccccc2)c1
screen / no.	49	50	51	52	53	54
Statin myotox sup	.	-106	-9	.	-5	.
E-sel inducer	1.0	0.0	-0.4	2.1	.	-0.1
DENV2 CPE	2	16	38*	0	8	-4
S100A4 MyoIIA	10	1	28	25	3	1
ERp5 inh	0	-1	-1	-10	1	5
SIRT5 inh	-3	0	-4	0	-2	1
PglD inh	0	2	2	.	2	.

55	COCC(=O)Nc1ccc2c(c1)[C@H]1C[C@H](CC(=O)NCc3cccc(F)c3)O[C@H](CO)[C@H]1O2
56	O=C(N=C1N=C2C=CC(Br)=CN2Cc2ccccc21)c1ccc([N+](=O)[O-])cc1[N+](=O)[O-]
57	CN(CC(=O)Nc1ccc(F)c(F)c1F)C(=O)CN1C(=O)C2CCCCC2C1=O (stereo not drawn)
58	OC(c1ccccc1)(c1ccccc1)c1ccn[nH]1
59	C[C@@H]1CCCCO[C@@H](CN(C)C(=O)CCC(F)(F)F)[C@H](C)CN([C@H](C)CO)C(=O)c2cc(NS(=O)(=O)c3ccc(F)cc3)ccc2O1
60	CC(=O)Nc1c(Cl)c(Cl)c2c(c1Cl)Cc1cc(Cl)ccc1-2
screen / no.	55	56	57	58	59	60
Statin myotox sup	-8	.	.	-13	.	5
E-sel inducer	-0.5	0.0	-4.2	-0.2	.	0.0
DENV2 CPE	11	-1	-7	5	-4	-4
S100A4 MyoIIA	1	-2	0	-2	-4	1
ERp5 inh	0	0	-8	3	3	1
SIRT5 inh	-3	-4	-4	.	4	3
PglD inh	-2	.	-6	1	0	.

61	Cc1nc(NC(=O)COC(=O)C2=NNC(=O)CC2)c(Cl)cc1Cl
62	C[C@H]1CN([C@@H](C)CO)S(=O)(=O)c2ccc(C#CCN(C)C)cc2O[C@H]1CN(C)C(=O)CN(C)C
63	CCOc1ccc(C(c2nnnn2C(C)(C)C)N2CCN(C(=O)c3ccco3)CC2)cc1 (stereo not drawn)
64	Cc1ccccc1CC1(CO)CCCN(Cc2ccccc2Cl)C1 (stereo not drawn)
screen / no.	61	62	63	64
Statin myotox sup	.	36	-14	0
E-sel inducer	-1.2	0.1	-0.2	0.5
DENV2 CPE	10	9	-7	10
S100A4 MyoIIA	1	-9	-3	-6
ERp5 inh	2	-4	-1	6
SIRT5 inh	-3	-1	8	-8
PglD inh	.	1	-3	2

Bioassay records from PubChem BioAssay.
